Screening data from PubChem BioAssay.
a7 integrin act: integrin-mediated muscular dystrophy alleviation activation. alpha7betagal myoblasts, beta-gal FDG fluorescence, 48 h. Potency, µM (titrated, usually from 38.3 µM), for the others: top-dose activation, most hits filed as activators. actives 0.064% (n = 350,000);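 further: potency means the concentration at half of the fitted maximal effect; 100% = response of the positive control SU9516; nearly all actives have a fitted effect of over 60% in size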
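Alpha7betagal+/- myoblasts (passage 13) were plated 16-24 hr, then exposed to compounds (1:260 dilution of DMSO stock) for 48 hours at 37C. After MPER lysis, β-galactosidase reporter activity was read as FDG fluorescence (ex 480/em 540) after 30 minutes.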
S-ASM inh: human S-ASM enzyme inhibition. AID 504937. actives 0.006% (n = 340,000). P17405. Potency, µM (highest dose often 57.5 µM), inactives show at the highest dose activity change, negative = inhibition, most hits filed as inhibitors. placental ASM, HMU-PC fluorogenic substrate, 60 min; further: potency means the concentration at half of the fitted maximal effect
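Steps: dispense placental human ASM, pin compound, wait 10 min at room temperature, add HMU-PC0 substrate at 9 uM final, incubate 60 min at 37 °C, add stop solution raising pH to 10, read fluorescence.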
Menin-MLL TR inh: displaces Texas Red mutant MLL peptide from human menin. O00255. Menin + Texas Red MLL mutant peptide, fluorescence polarization. actives 0.23% (n = 270,000). Potency, µM (titrated, usually from 61.6 µM), inactives show at the highest dose FP activity change, negative = inhibition, most hits filed as inhibitors. AID 1768; active means well fitted inhibition curve with a large enough effect in the polarisation, with a control signal flat, not every such curve was filed as active; inconclusive means small, poorly fitted or top-dose-only effect, or effect the other way, or a change in a side signal; inactive means no such curve, though single readings can be large or run the other way; the % refers to the polarisation; further: potency means the concentration at half of the fitted maximal effect; % of control where 0% means no effect; many of its hits are not listed in these tables
TSG101-PTAP inh: blocks PTAP/TSG101 interaction to inhibit HIV-1 budding | Fluorescence polarization, FITC-PTAP peptide / Tsg101 binding | Potency, µM (doses to about 115 µM), inactives show at the highest dose activity change, negative = inhibition, hits mostly inhibitors | 340,000 tested, under 10 active; active means well fitted inhibition curve with a large enough effect in the main read-out, with a control signal flat, not every such curve was filed as active; inconclusive means small, poorly fitted or top-dose-only effect, or effect the other way, or a change in a side signal; inactive means no such curve, though single readings can be large or run the other way; further: potency means the concentration at half of the fitted maximal effect; % of control where 0% means no effect
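Fluorescence polarization binding of Tsg101 binding domain (10 uM final) to FITC-labeled PTAP peptide (50 nM final) in HEPES pH 7.5 buffer with NaCl, Tween 20, EDTA, TCEP. Compounds added before peptide; binding 20 min at RT.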
MLL CXXC-DNA inh: inhibitors of human MLL CXXC domain-DNA interaction | AID 2662 | actives 0.037% (n = 290,000) | MLL-CXXC / FITC-HOXA9 DNA fluorescence polarization | Q03164 | Potency, µM (doses to about 115 µM), for the others: top-dose activity change, negative = inhibition, usual class: inhibitors; active means well fitted inhibition curve with a large enough effect in the polarisation, with a control signal flat, not every such curve was filed as active; inconclusive means small, poorly fitted or top-dose-only effect, or effect the other way, or a change in a side signal; inactive means no such curve, though single readings can be large or run the other way; the % refers to the polarisation; further: potency means the concentration at half of the fitted maximal effect
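Steps: dispense CXXC domain solution (7 uM) → pin compounds or unlabeled HOX-A9 DNA control → 5 min ambient → add FLSN-HOX-A9 solution (50 nM) → spin → 30 min ambient → fluorescence polarization. Tris pH 7.5/NaCl/DTT/BSA buffer.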
TSHR antagonist: human thyrotropin receptor antagonism. TSHR-expressing cells, TSH-stimulated cAMP HTRF, 2 h; hits give low values. activity change, negative = inhibition, % at 11.5 µM. actives 0.2% (n = 330,000). AID 504810;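 active means activity change below a set negative limit, meaning inhibition stronger than a set level, cut at about -70% in these data; inconclusive means activity change between two set negative limits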; further: on the % scale 0 is the no-effect control and ±100 the full control effect
Target sequence (P16473 whole entry, looked up): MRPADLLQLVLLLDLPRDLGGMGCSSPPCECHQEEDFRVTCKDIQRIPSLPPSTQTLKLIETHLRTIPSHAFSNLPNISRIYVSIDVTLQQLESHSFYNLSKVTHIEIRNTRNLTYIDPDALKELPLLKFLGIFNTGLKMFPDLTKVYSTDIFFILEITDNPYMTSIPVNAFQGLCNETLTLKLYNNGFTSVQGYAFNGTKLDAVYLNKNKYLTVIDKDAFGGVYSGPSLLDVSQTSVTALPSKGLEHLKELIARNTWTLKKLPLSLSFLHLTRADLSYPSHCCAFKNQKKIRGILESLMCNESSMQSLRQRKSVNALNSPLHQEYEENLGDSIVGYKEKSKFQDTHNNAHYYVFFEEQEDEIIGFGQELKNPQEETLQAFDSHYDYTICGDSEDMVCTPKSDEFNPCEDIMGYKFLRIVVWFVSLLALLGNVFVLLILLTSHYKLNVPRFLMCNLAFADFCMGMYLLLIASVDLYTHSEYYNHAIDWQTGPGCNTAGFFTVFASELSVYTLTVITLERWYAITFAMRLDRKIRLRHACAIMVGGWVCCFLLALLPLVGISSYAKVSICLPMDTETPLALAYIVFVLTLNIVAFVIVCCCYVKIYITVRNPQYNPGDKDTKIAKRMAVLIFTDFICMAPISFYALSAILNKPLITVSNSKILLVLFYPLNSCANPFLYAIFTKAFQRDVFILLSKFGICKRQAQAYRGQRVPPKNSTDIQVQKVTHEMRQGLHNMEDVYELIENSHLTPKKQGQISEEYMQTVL
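TSHR-expressing cells, 200/well, pre-treated with compound, then stimulated with EC80 TSH (4nM final) for 2 hours at 37 deg C. cAMP measured by competitive HTRF: anti-cAMP cryptate antibody in lysis buffer plus cAMP-d2, read after 30 minutes at room temperature.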
MBNL1 CUG block: MBNL1-poly(CUG) RNA binding inhibition; Q9NR56; TR-FRET MBNL1-His/biotin-(CUG)12 binding, 665/545 ratio; Potency, µM (doses to about 57.5 µM), for inactives: at the highest dose activity change, negative = inhibition, hits mostly inhibitors; actives 0.036% (n = 280,000); active means well fitted inhibition curve with a large enough effect in the signal ratio, with a control signal flat, not every such curve was filed as active; inconclusive means small, poorly fitted or top-dose-only effect, or effect the other way, or a change in a side signal; inactive means no such curve, though single readings can be large or run the other way; the % refers to the signal ratio; further: potency means the concentration at half of the fitted maximal effect; on the % scale 0 is the no-effect control and ±100 the full control effect
Target sequence (Q9NR56 whole entry, looked up): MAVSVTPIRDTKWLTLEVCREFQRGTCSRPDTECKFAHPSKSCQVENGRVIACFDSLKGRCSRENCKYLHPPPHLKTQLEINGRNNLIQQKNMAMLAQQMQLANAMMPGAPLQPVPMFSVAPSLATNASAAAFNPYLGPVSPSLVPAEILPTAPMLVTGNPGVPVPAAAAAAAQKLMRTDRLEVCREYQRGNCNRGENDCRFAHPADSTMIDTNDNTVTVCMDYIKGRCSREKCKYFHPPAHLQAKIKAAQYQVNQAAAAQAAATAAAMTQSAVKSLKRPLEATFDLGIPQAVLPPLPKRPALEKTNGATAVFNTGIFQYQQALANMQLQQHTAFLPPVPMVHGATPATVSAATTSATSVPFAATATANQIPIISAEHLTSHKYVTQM
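Compound titration spanned 92 nM–58 uM against the MBNL1-His/biotin-(CUG)12 complex. After 60 min at room temperature with 5 nM streptavidin-XL665 and 0.055 ng/ul terbium anti-His, ratiometric 665/545 nm emission (Ex 340 nm) normalized to controls.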
A-T KAP1 phos: potential ataxia-telangiectasia treatment. actives 0.19% (n = 320,000). Potency, µM (top dose mostly 57.5 µM), without a hit: at the top dose activation, actives largely listed as activators. […] A-T fibroblasts, KAP-1 phosphorylation AlphaLISA; neocarzinostatin DNA damage 30 min before lysis. AID 485349; further: potency means the concentration at half of the fitted maximal effect; % of control where 0% means no effect; nearly all actives have a fitted effect of over 45% in size
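ATM-like activity read as KAP-1 phosphorylation via AlphaLISA donor/acceptor antibody pairs after lysis and 6 hr at 25C. Cells were ATM-null patient fibroblasts ([…], hTERT), dosed 60 min, then exposed to the DSB inducer NCS for 30 min.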
TCR act: activators of T cell receptors; primary human leukocytes, anti-CD3, IL-2 HTRF, 48 h; AID 504894; 330,000 tested, under 10 active; Potency, µM (titrated, usually from 9.22 µM), inactives show at the top dose activation of IL-2 secretion, most hits filed as activators; further: % of control where 0% means no effect
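TCR engagement came from a-CD3 beads alone, with compounds added to primary human leukocytes for 48 hr. Secreted IL-2 bridged europium cryptate- and d2-labelled anti-IL-2 antibodies, giving FRET emission at 665nm after 320nm excitation.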
Mito fusion yeast: blocks mitochondrial division or promotes mitochondrial fusion | AID 485298 | S. cerevisiae fusion-defective mutant growth rescue, CellTiterGlo 48 h | actives 0.23% (n = 320,000) | Potency, µM (highest dose often 46.1 µM), for the others: top-dose growth rescue (activation), usual class: activators;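 further: potency means the concentration at half of the fitted maximal effect; % of control where 0% means no effect; nearly all actives have a fitted effect of over 45% in size; temperature-sensitive fusion mutants such as fzo1-1 at 37 °C on non-fermentable ethanol glycerol medium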
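S. cerevisiae fusion-defective temperature-sensitive mutants (e.g. fzo1-1, mgm1-5) grown 48 h at 37C in YPEG (ethanol/glycerol non-fermentable) medium with 23 nl compound per well; growth rescue read as CellTiterGlo luminescence.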
The depositor's hits bear a star; ? = inconclusive; · = no result given; [ ] = remark or other dose. Unless noted, the call rests on the fitted dose curve; in most records, active means well fitted curve in the direction sought with a large enough effect; inconclusive means small, poorly fitted or top-dose-only effect, or another doubt; inactive means no such curve, though single readings can be large; an effect the other way counts as inactive or inconclusive.

SMILES	a7 integrin act	S-ASM inh	Menin-MLL TR inh	TSG101-PTAP inh	MLL CXXC-DNA inh	TSHR antagonist	MBNL1 CUG block	A-T KAP1 phos	TCR act	Mito fusion yeast
CCCCn1c(SCC(=O)Nc2cc(C)on2)nc2cc(S(N)(=O)=O)ccc21	29%	-2%	·	-8%	·	·	·	9%	1%	3%
CCN1C(=O)C(O)(CC(=O)c2cccc(-n3cccc3)c2)c2ccccc21 (stereo not drawn)	2%	-1%	-10%	-1%	2%	-3	-4%	-2%	2%	7%
CC(=O)O/N=C/c1c(C)c(C=O)n2ccccc12	21%	13%	-10%	-4%	-2%	-1	?	1%	0%	-3%
Cc1ccc(Nc2nc3c(s2)CCC3)c(C)c1	-40%	-2%	8%	-7%	11%	-9	-1%	-2%	-3%[46.1 µM]	7%
O=C(Cc1cccc(NC(=O)C2CCN(C(=O)C3CCCCC3)CC2)c1)Nc1cccc(C(=O)N2CCCC2)c1	-18%	-1%	·	·	·	-2	·	4%	-8%	-1%
O=C(CNC(=O)c1ccc([N+](=O)[O-])cc1)N/N=C/c1c[nH]c2ccccc12	4%	-14%	?	·	-6%	-11	?	1%	-5%	0%
O=C(NNC(=O)c1cccs1)Nc1cccc(Cl)c1	-13%	0%	·	1%	-1%	19	1%	-6%	-3%	2%
CC(C)c1ccc(NC(=O)CSc2n[nH]c(=O)n2-c2ccc3c(c2)OCCO3)cc1	-25%	-1%	·	-3%	7%	-25	-8%	-1%	1%	1%
Cc1cc(C)cc(N=c2c([N+](=O)[O-])nn(-c3cccc(Cl)c3)n2O)c1	-16%	-6%	?	-6%	-1%	-22	?	·	-3%	?
CNC(=O)COC(=O)c1[nH]c(C)c(C(C)=O)c1C	18%	6%	-2%	·	4%	4	-4%	6%	·	1%
O=S(=O)(c1ccc(F)cc1)N1CCN(CCc2ccccc2)CC1	-4%	-3%	-3%	-1%	-4%	-8	4%	4%	·	-4%
O=C(CCC(=O)OCc1cccc(C(=O)Oc2ccccc2)c1)Nc1cccc2ccccc12	-11%[7.66 µM]	-11%	-4%	-8%	19%	-6	?	-4%	·	8%
CCn1c(COc2ccccc2C)nnc1SCC(=O)NCc1ccccc1	-17%	-3%	1%	-3%	-4%	9	1%	0%	-9%	4%
O=C(CSc1nc2ccccc2o1)NCCOc1ccccc1	13%	-3%	12%	·	-1%	-6	1%	0%	·	9%
COc1ccc(N2CCN(CCCNC(=O)C(=O)c3c(C)[nH]c4ccccc34)CC2)cc1	7%	0%	·	-2%	5%	8	-6%	-21%	-1%	-1%
CCN(Cc1cc(=O)[nH]c2ccccc12)C(=O)C(C)C	-22%	1%	·	-7%	9%	0	-11%	7%	-4%	-2%
Cc1ccc(/C=C/C(=O)OC(C)C(=O)NC2CCCCC2C)o1 (stereo not drawn)	10%	2%	·	0%	·	-2	·	0%	0%	3%
N#C/C(=C/c1ccc(Br)o1)C(N)=S	·	·	·	·	7%	-4	?	4%	·	7%
Cc1ccc(Cl)cc1N1CCN(S(=O)(=O)c2cn(C)cn2)CC1	-5%	-1%	-6%	-3%	-9%	11	-12%	12%	4%	27%
O=c1cc(C(F)(F)F)oc2c1ccc1ccccc12	-17%	-2%	-10%	-5%	3%	1	-6%	2%	2%[46.1 µM]	-8%
Cc1ccc(S(=O)(=O)Cc2cn3cccnc3n2)cc1	8%	10%	4%	-10%	-1%	6	3%	-7%	-1%	4%
COC(=O)C1=C(C)NC(C)=C(C(=O)OC)C1c1ccccn1	38%	153%[activator]	13%	1%	-6%	-2	5%	1%	-2%	1%
COc1ccccc1NC(=O)c1ccc(S(=O)(=O)N2CCCC2)cc1	1%	-1%	-4%	0%	-4%	1	-4%	1%	-3%	3%
CSc1ccc(CN2CCC(N3CC(C)OC(C)C3)CC2)cc1 (stereo not drawn)	-3%	-2%	5%	-1%	-8%	6	-9%	1%	·	6%
Cn1c(=O)[nH]c(=O)c2c1nc(SCCO)n2Cc1ccccc1Cl	-21%	-1%	?	-3%	1%	-8	-2%	6%	-4%	3%
CCc1ccc(C(=O)c2cncc(Br)c2)cc1	3%	1%	-2%	-1%	9%	·	-1%	·	5%	2%
CCCCn1c(N)c(N(CCC(C)C)C(=O)c2ccc([N+](=O)[O-])o2)c(=O)[nH]c1=O	-17%	4%	·	0%	18%	-6	?	-5%	2%	0%
CCCCOc1ccc(CONS(=O)(=O)c2ccc(NC(C)=O)cc2)cc1Cl	-27%	?	?	-4%	2%	-3	-9%	-5%	0%[46.1 µM]	7%
O=C(CCl)Nc1ccc(S(=O)(=O)Nc2nccs2)cc1	-45%[inhibitor]	-1%	·	-2%	0%	-5	3%	4%	6%	-10%
CCn1c(=O)c2cc(C(=O)N3CCN(C(=O)c4ccco4)CC3)sc2c2ccccc21	·	·	-15%	·	0%	-4	-2%	-5%	·	7%
CCC(c1nnc(SCC(=O)Nc2cc(S(C)(=O)=O)ccc2Cl)n1Cc1ccccc1)N(C)C (stereo not drawn)	-14%	2%	-15%	3%	1%	11	-7%	4%	-2%	0%
COC(=O)c1sccc1S(=O)(=O)NCc1ccc(S(N)(=O)=O)cc1	18%	3%	·	-2%	-7%	8	2%	-4%	6%	1%
CN1CCOCCOCCN(C)C(=O)N2CCOCCOCCN(CCOCC2)C1=O	3%	8%	6%	-10%	-2%	10	0%	-1%	7%	-10%
COCCCNC(=S)N1CCC(C(=O)c2ccc3c(c2)OCCO3)CC1	23%	1%	4%	5%	-4%	-8	-1%	2%	4%	-5%
O=C(/C=C\Nc1ccc2c(c1)OCO2)c1ccccn1	8%	150%[activator]	·	1%	7%	-3	64%[activator]	-8%	8%	-10%
Cc1ccc(/C=N/NC(=O)c2c(C)nc3ccc(Br)cn23)cc1	0%	2%	4%	-3%	11%	1	3%	-2%	2%	-3%
Cc1cccc(NS(=O)(=O)c2ccc(C)c(C(=O)N(C)C)c2)c1	21%	3%	·	-6%	·	-3	·	5%	4%	0%
O=C(NCCc1ccc(Cl)cc1)C1CCN(C(=O)N2CCOc3ccccc32)CC1	2%	-2%	-6%	-1%	·	0	3%	4%	-3%	2%
C=CCNc1cc(N2CCCC2)ccc1[N+](=O)[O-]	-15%	-10%	?	-1%	?	1	?	-2%	0%	0%
O=C(COc1ccc([N+](=O)[O-])cc1)NCC(c1cccs1)N1CCOCC1 (stereo not drawn)	-3%	-1%	·	2%	·	-7	·	8%	4%	0%
O=C(OCN1C(=O)C(=O)c2ccccc21)c1ccc(Cl)cc1	-16%	-1%	2%	-1%	4%	-4	11%	1%	-2%	0%
Cc1cccc(NC(=O)CSc2nsc(SCC(=O)Nc3cccc(C)c3)c2C#N)c1	0%	-5%	?	2%	24%	-2	·	4%	3%	2%
CCN(CC)S(=O)(=O)c1ccc2oc(SCc3ccc(F)cc3)nc2c1	-47%[inhibitor]	-5%	-2%	-6%	1%	-33	0%	·	1%	1%
CN(C)CCCn1c2c(c(SCC(=O)Nc3cccc4ccccc34)nc1=O)CCCC2	-37%	0%	·	-4%	·	4	·	3%	6%	0%
CCOc1ccccc1C(=O)NC1CCN(CC(=O)Nc2cc(OC)ccc2OC)CC1	11%	-6%	-7%	-2%	3%	-11	-6%	-15%	3%	-9%
C=CCC1(CC=C)CCCN1C(=O)Cn1nnnc1CN(C)C(C)C	7%	-1%	4%	0%	-3%	3	-5%	0%	-4%	1%
CSCCC(NC(=O)C1CCCCC1)c1nc2ccccc2[nH]1 (stereo not drawn)	-12%	2%	·	-1%	0%	15	-15%	?	3%	-7%
O=[N+]([O-])c1cccc(-c2ccc(/C=N/n3c(-c4ccccc4)n[nH]c3=S)o2)c1	9%	-2%	?	-2%	-2%	4	1%	0%	0%[46.1 µM]	0%
CCCCC(=O)Nc1cccc(-c2ccc3nncn3n2)c1	-12%	2%	-13%	-7%	0%	6	?	6%	4%	-1%
CCOc1ccccc1NC(=O)CSc1nnc(CCC(=O)Nc2ccccc2F)n1C	-20%	4%	·	-1%	6%	4	-2%	25%	-2%	-1%
Following part:
SMILES	a7 integrin act	S-ASM inh	Menin-MLL TR inh	TSG101-PTAP inh	MLL CXXC-DNA inh	TSHR antagonist	MBNL1 CUG block	A-T KAP1 phos	TCR act	Mito fusion yeast
COCCNc1ccc(-c2nn(C)c(=O)c3ccccc23)cc1[N+](=O)[O-]	17%	-4%	·	10%	-3%	-5	13%	-4%	-1%	2%
COC(=O)c1c(NC(=O)CSc2nnnn2C)sc(C)c1C	-18%	-3%	-14%	-5%	-3%	-8	-2%	-2%	·	2%
CCOC(=O)c1ccccc1NC(=O)c1nc2nccc(C)n2n1	21%	0%	-15%	0%	4%	-3	0%	-1%	-4%	2%
CCCSc1cc(=O)n(-c2ccccc2)nc1C(=O)OCC	-18%	-3%	-5%	-6%	2%	-11	?	-8%	-1%	3%
COc1ccc(OC)c(NC(=O)CS(=O)(=O)c2cn(CC(=O)N3CCOCC3)c3ccccc23)c1	4%	4%	·	-1%	-23%	30	0%	-14%	3%	1%

Some of the compounds tested; count on the stated rates, not on these rows.
